# Screens as filed in PubChem BioAssay.
# esBAF inh: Bmi1 luciferase reporter increase in mESCs, primary screen, esBAF inhibitor project, mouse ES cells, Bmi1 luciferase knock-in, single point; 24 h; 100% = twice the neutral-well signal; reporter increase, % at 12.5 µM; 350,000 tested, 2% active; in the data active = activation above about 40%;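 also: 0% = median of the plate's neutral control wells and 100% = double that signal; a rise in the Bmi1 reporter signal indicates esBAF inhibition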
# Statin myotox sup: suppressors of statin myotoxicity in C2C12 myotubes, primary screen, cell-based, single point, plate reader; C2C12 myotubes + simvastatin, ATP luminescence, 48 h; scaled: DMSO 0, geranylgeraniol control 100; rescue of ATP level, % at 7.49 µM; 330,000 tested, 0.78% active;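 active = mean ATP rescue above about 67%, or every replicate alone reaching that limit, limit read from the data, passing the limit was not always enough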;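 also: myotubes were challenged with 10 µM simvastatin during compound exposure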
# Numbers without * were called inactive. A portion of the library (hit frequency here may not be typical).
nr | SMILES | esBAF inh | Statin myotox sup
1 | CCCS(=O)(=O)NC(=O)C1(C)CCCN(C(=O)c2ccc3c(c2)OCO3)C1 (centres undefined) | 2 | -2
2 | Cc1cc(C)n(-c2nc(C)nc3sc4c(c23)CCC(C)C4)n1 (centres undefined) | -3 | 5
3 | Cc1cc(NC(=O)Cn2nc3c(cc2=O)CCCC3)ccc1Br | -9 | 7
4 | Cc1ccc2c(c1)cc1c(=O)n(CC(=O)NCc3ccccn3)nc(C)n12 | 3 | -6
5 | CC1(C)NC(=O)N(CN2C(=O)NC(C)(C)C2=O)C1=O | 2 | -3
6 | COc1ccc(-n2c(SCC(=O)Nc3sc4c(c3C#N)CCCC4)nnc2-c2ccccc2OC)cc1 | -5 | -38
7 | Cc1nc2c([nH]1)C1(CCN(Cc3ccccc3)CC1)C(C#N)=C(N)O2 | -5 | 0
8 | O=S(=O)(c1ccccc1)c1cnn(-c2ccccc2)c1-c1ccc(F)cc1 | -2 | 3
9 | Cc1ccc(S(=O)(=O)NC(=O)c2cc(C)n(CCCn3ccnc3)c2C)cc1 | -15 | -8
10 | Cc1ccc(C2=[N+]([O-])C(C)N(O)C2(C)C)o1 (centres undefined) | -4 | 8
11 | O=C(Nc1ccon1)c1ccc(Cl)s1 | 25 | -8
12 | CC(C)Nc1nc2n(c(=O)n1)CCN2C(C)C | -4 | 22
13 | COc1cccc(-c2cc(C(F)(F)F)n3nc(N)nc3n2)c1 | 2 | 15
14 | CC1=CC(C)(C)NC(=S)N1c1cccc2ccccc12 | 0 | 0
15 | COc1ccc(Cl)cc1NC(=O)CC(C)=O | -6 | 92*
16 | Fc1ccccc1COc1ccc(Br)cc1CNCc1ccncc1 | -4 | 1
17 | COC(=O)C1=C(C)N(C)C(C)=C(C(=O)OC)C1c1ccccc1C | -1 | -12
18 | Cc1oc(-c2ccccc2)nc1C(=O)Nc1nccs1 | 38 | 9
19 | CCOC(=S)NC(=O)c1sc2ccccc2c1Cl | -1 | 37
20 | O=[N+]([O-])c1ccc2nc(SCc3ccccc3Cl)sc2c1 | 6 | -1
21 | N#C/C(=N\Nc1ccc(F)cc1)C(=N)N1CCCCC1 | 13 | -16
22 | COc1nc(NCc2ccc(Cl)cc2)nc(OC)n1 | 3 | 6
23 | O=C1C2CC=CCC2C(=O)N1c1ncn[nH]1 (centres undefined) | -10 | -6
24 | COc1ccc(C(=O)OCC(=O)Nc2ccc(OC(F)F)cc2)c(OC)c1 | 8 | 4
25 | CCOC(=O)C(C)(C)C(=O)C(C)(C)C(O)c1ccccn1 (centres undefined) | -6 | -28
26 | Cc1ccc(C(=O)CC2(O)C(=O)N(Cc3ccc4c(c3)OCO4)c3ccccc32)cc1 (centres undefined) | 6 | 19
27 | COCCNC(=O)C(OC(=O)c1ccco1)c1ccccc1OC (centres undefined) | 6 | 3
28 | Cc1ccc(NC(=O)CCC(=O)OCC(F)(F)C(F)F)cc1 | -3 | 4
29 | COC(=O)c1[nH]c2c(c1C)C(=O)CC(c1ccc(C)cc1)C2 (centres undefined) | 6 | 6
30 | Cn1c(CN2CCOCC2)nnc1SCC(N)=O | 1 | 3
31 | C=CCn1c(-c2ccccc2)nc2nc3ccccc3nc21 | 22 | -5
32 | CN1CCN(C(c2ccc(F)cc2)c2ccc3cccnc3c2O)CC1 (centres undefined) | 1 | -3
33 | O=C(c1ccccc1-c1nc(-c2ccccc2)no1)N1CCCC1 | 57* | 22
34 | COc1ccc(N2CC(C(=O)Nc3ccc(F)cc3F)CC2=O)cc1 (centres undefined) | -9 | -4
35 | Cc1ccc(-n2c([O-])nc(-[n+]3ccccc3)c2C=O)cc1 | -2 | 6
36 | Cn1c(=O)c2c(nc(Br)n2CC(=O)c2cccs2)n(C)c1=O | 0 | -3
37 | Cc1cccc(C(=O)OCc2cc(=O)oc3c(C)c(C)ccc23)c1O | 20 | 5
38 | CCN(CC)CCN1C(=O)C(=O)/C(=C(/O)c2c(C)[nH]c(C(=O)OC)c2C)C1c1ccccc1OC (centres undefined) | 8 | 12
39 | c1ccc(Nc2nc(-c3ccncc3)cs2)nc1 | 8 | -9
40 | O=C(CSc1ncccn1)Nn1cnnc1 | -10 | 5
41 | CC12CNCC(C)(CN(C(c3ccccc3)c3ccccc3)C1)C2 | -2 | -13
42 | Cc1cc(NC(=O)C2CCCCC2C(=O)O)no1 (centres undefined) | -8 | 3
43 | O=C(CN1CCC(O)(c2ccccc2F)CC1)NCCc1c[nH]c2ccccc12 | -5 | 7
44 | O=C(c1cccs1)N1CCN(S(=O)(=O)N2CCOCC2)CC1 | -3 | 6
45 | CC(C)n1c(SCc2ccc(Cl)cc2)nc2c1c(=O)[nH]c(=O)n2C | 5 | 13
46 | Cc1ccc(C2=CSC3=NS(=O)(=O)CCN23)cc1C | -7 | 1
47 | O=C(CN1C(=O)CSC1=O)Nc1ccc(N2CCOCC2)cc1 | 0 | 21
48 | O=[N+]([O-])c1ccc(NC(=S)N2CCN(c3ccc(F)cc3)CC2)cc1 | 1 | 34
49 | O=S(=O)(c1ccc(Oc2ncnc3scc(-c4ccccc4)c23)cc1)N1CCOCC1 | -6 | 27
50 | CN1/C(=C\C=Nc2ccc3ccccc3c2)C(C)(C)c2ccccc21 | 32 | 14
51 | CN1CCN(c2ncnc3c2ncn3[C@H]2CN(Cc3ccco3)C[C@@H](CO)O2)CC1 | -4 | -1
52 | CC(=O)n1nc(-c2ccco2)nc1N | -1 | 3
53 | CN1CCN(C(=O)c2cc(Cl)ccc2Cl)CC1 | -6 | -4
54 | Cc1nc(=O)c(-c2ccccc2)c(C)n1CCCCCC(=O)O | -1 | -3
55 | Cc1cc(NC(=O)CSc2nc(-c3ccco3)cc(C(F)(F)F)n2)no1 | -4 | 4
56 | Cn1c(SCC(=O)c2ccc(F)cc2)nc2cccnc21 | -1 | 4
57 | Cn1nc(-c2ccccc2)c(C(=O)Nc2ccc(C(F)(F)F)cc2)c1Cl | -3 | 9
58 | Cc1cccc(-c2c3c(=O)n(C)c(=O)n(C)c3cn2C(C)(C)C)c1 | 3 | 1
59 | Cc1cccc(OCCSCc2nc3ccccc3[nH]2)c1 | -1 | 81*
60 | CCc1ccc(OCC(=O)Nc2ncc3c(n2)CC(C)(C)CC3=O)cc1 | -1 | 0

# Later entries.
nr | SMILES | esBAF inh | Statin myotox sup
61 | CCOCC(=O)N1CCc2ccccc21 | 5 | 7
62 | O=c1c2ccccc2n(Cc2ccc(Cl)cc2)c(=O)n1Cc1ccco1 | 0 | 38
63 | CC(C)(C)c1[nH]nc2c1C(c1ccc(OC(=O)c3ccco3)cc1)C(C#N)=C(N)O2 (centres undefined) | -9 | 2
64 | O=C(O)CSc1nnc(-c2cccnc2)n1Cc1ccccc1 | -6 | 8
65 | COCCN1Cc2cccc(C(=O)Nc3ccc(C)c(C)c3)c2C1=O | 16 | -22
66 | O=C(O)CCC(=O)Nc1nc2nc(-c3ccccc3)cc(-c3ccccc3)n2n1 | -16 | 2
67 | CCOC(=O)c1cc(-c2ccco2)nc2c1c(C)nn2-c1ccccc1 | -10 | -3
68 | Cc1cc(N2CCCCC2)c(F)cc1[N+](=O)[O-] | 5 | -7
69 | Cc1ccc(CCNC(=O)C2CCN(C(=O)N(C)C)CC2)cc1 | 3 | 5
70 | CCn1c(=O)c(C(=O)NCCc2ccccc2)c(O)c2ccccc21 | 7 | 0
71 | Cn1c(=O)c2c(nc(CN3CCc4ccccc4C3)n2Cc2ccccc2F)n(C)c1=O | 1 | 3
72 | O=C(CSc1ncccc1C(=O)O)c1ccc2ccccc2c1 | 2 | -15
73 | CCC(=O)Nc1cnc(NC(=O)c2cccc(F)c2)cc1C | -8 | -17
74 | CCCCCCC1CC(CSc2ncn[nH]2)OC1=O (centres undefined) | -4 | -1
75 | O=C(CO)N/N=C/c1ccc(Cl)cc1 | -4 | -1
76 | CC(N=C1NS(=O)(=O)c2ccccc21)c1ccccc1 (centres undefined) | -4 | 2
77 | CCN(CC)C(=O)CSc1nnc(CCNC(=O)OC(C)(C)C)o1 | -13 | 13
78 | c1coc(-c2nnc(SCc3cn4ccccc4n3)o2)c1 | 4 | 32
79 | c1ccc(-n2c(-c3ccco3)nnc2N2CCOCC2)cc1 | 1 | -5
80 | COCc1nnc(NC(=O)CC(c2ccccc2)c2ccccc2)s1 | -5 | 1

# 28 entries from above, in transposed form:
(53) CN1CCN(C(=O)c2cc(Cl)ccc2Cl)CC1
(54) Cc1nc(=O)c(-c2ccccc2)c(C)n1CCCCCC(=O)O
(55) Cc1cc(NC(=O)CSc2nc(-c3ccco3)cc(C(F)(F)F)n2)no1
(56) Cn1c(SCC(=O)c2ccc(F)cc2)nc2cccnc21
(57) Cn1nc(-c2ccccc2)c(C(=O)Nc2ccc(C(F)(F)F)cc2)c1Cl
(58) Cc1cccc(-c2c3c(=O)n(C)c(=O)n(C)c3cn2C(C)(C)C)c1
(59) Cc1cccc(OCCSCc2nc3ccccc3[nH]2)c1
(60) CCc1ccc(OCC(=O)Nc2ncc3c(n2)CC(C)(C)CC3=O)cc1
Screen / compound no.	53	54	55	56	57	58	59	60
esBAF inh	-6	-1	-4	-1	-3	3	-1	-1
Statin myotox sup	-4	-3	4	4	9	1	81*	0

(61) CCOCC(=O)N1CCc2ccccc21
(62) O=c1c2ccccc2n(Cc2ccc(Cl)cc2)c(=O)n1Cc1ccco1
(63) CC(C)(C)c1[nH]nc2c1C(c1ccc(OC(=O)c3ccco3)cc1)C(C#N)=C(N)O2 (centres undefined)
(64) O=C(O)CSc1nnc(-c2cccnc2)n1Cc1ccccc1
(65) COCCN1Cc2cccc(C(=O)Nc3ccc(C)c(C)c3)c2C1=O
(66) O=C(O)CCC(=O)Nc1nc2nc(-c3ccccc3)cc(-c3ccccc3)n2n1
(67) CCOC(=O)c1cc(-c2ccco2)nc2c1c(C)nn2-c1ccccc1
(68) Cc1cc(N2CCCCC2)c(F)cc1[N+](=O)[O-]
Screen / compound no.	61	62	63	64	65	66	67	68
esBAF inh	5	0	-9	-6	16	-16	-10	5
Statin myotox sup	7	38	2	8	-22	2	-3	-7

(69) Cc1ccc(CCNC(=O)C2CCN(C(=O)N(C)C)CC2)cc1
(70) CCn1c(=O)c(C(=O)NCCc2ccccc2)c(O)c2ccccc21
(71) Cn1c(=O)c2c(nc(CN3CCc4ccccc4C3)n2Cc2ccccc2F)n(C)c1=O
(72) O=C(CSc1ncccc1C(=O)O)c1ccc2ccccc2c1
(73) CCC(=O)Nc1cnc(NC(=O)c2cccc(F)c2)cc1C
(74) CCCCCCC1CC(CSc2ncn[nH]2)OC1=O (centres undefined)
(75) O=C(CO)N/N=C/c1ccc(Cl)cc1
(76) CC(N=C1NS(=O)(=O)c2ccccc21)c1ccccc1 (centres undefined)
Screen / compound no.	69	70	71	72	73	74	75	76
esBAF inh	3	7	1	2	-8	-4	-4	-4
Statin myotox sup	5	0	3	-15	-17	-1	-1	2

(77) CCN(CC)C(=O)CSc1nnc(CCNC(=O)OC(C)(C)C)o1
(78) c1coc(-c2nnc(SCc3cn4ccccc4n3)o2)c1
(79) c1ccc(-n2c(-c3ccco3)nnc2N2CCOCC2)cc1
(80) COCc1nnc(NC(=O)CC(c2ccccc2)c2ccccc2)s1
Screen / compound no.	77	78	79	80
esBAF inh	-13	4	1	-5
Statin myotox sup	13	32	-5	1

# (cont.)
nr | SMILES | esBAF inh | Statin myotox sup
81 | Cc1ccc(C(=O)Oc2ccccc2N2C(=O)C3CCCCC3C2=O)cc1 (centres undefined) | 8 | 8
82 | Cc1cc(C)c(OCC(=O)Nc2cccc(O)c2)cc1C | 55* | 1
83 | Cc1ccc(CN(CC(=O)N/N=C/c2ccccc2[N+](=O)[O-])S(=O)(=O)c2ccc(C)cc2)cc1 | 8 | 8
84 | Cc1ccc(Cc2c(-c3ccc(F)cc3)nc3c(C)cc(Br)cn23)cc1 | -16 | 4
85 | Cc1cc(C(=O)Nc2ccccc2)c(C)o1 | 26 | 1
86 | O=C1CC(c2ccccc2)n2nc(N3C(=O)c4ccccc4C3=O)nc2N1 (centres undefined) | -5 | 1
87 | COc1ccc(C(=O)N2CCCCC2)cc1S(=O)(=O)Nc1ccccc1 | -8 | -19
88 | CCc1c(C2(O)CCCCC2)[nH]c2cc(C(F)(F)F)ccc12 | 6 | 20
89 | O=S(=O)(c1cccs1)N1CCc2ccccc2C1 | -6 | 0
90 | Nc1cc(-c2nn[nH]n2)ccc1F | -4 | 12
91 | O=C(COC(=O)CCOc1ccccc1)Nc1ccc(Cl)cn1 | 0 | -16
92 | Cc1nnsc1Sc1cccc(C(F)(F)F)c1 | -4 | 1
93 | COC(=O)c1ccc(/C=N\NC(=O)c2c(C)nc3ccc(Cl)cn23)cc1 | 3 | 13
94 | COC(=O)N1[C@H](Cc2ccccc2)C=C[C@]1(C)C(=O)NCc1ccccn1 | -2 | 5
95 | CCOC(=O)C1CCN(S(=O)(=O)c2cccc(-c3cn4ccccc4n3)c2)CC1 | 18 | 10
96 | Cc1cc(-n2nc(C)cc2C)n2nc(C)c(-c3ccc(Cl)cc3)c2n1 | -1 | -13
97 | O=S(=O)(NCc1ccccc1)c1ccc(S(=O)(=O)N(Cc2ccccn2)C2CCCC2)cc1 | -3 | -10
98 | O=C(Nc1cccc(C(F)(F)F)c1)c1ccc(Cn2cc(Br)cn2)o1 | -8 | 44
99 | COc1ccc(OC)c(NC(=O)C2CCN(c3cc(-c4ccccc4)nc4ncnn34)CC2)c1 | 13 | 37

# Down the list, from the results shown.
# Entries 86 to 93 in Statin myotox sup: 1, -19, 20, 0, 12, -16, 1, 13
# Entries 86 to 93 in esBAF inh: -5, -8, 6, -6, -4, 0, -4, 3
